Screening results as filed in PubChem BioAssay.
KOR beta-arrestin-1: KOR agonists, beta-arrestin recruitment, primary screen, cell-based, luminescence, uHTS (AID 1777); 0.02% of 280,000 active; activation, % at 10 µM; hits with a dose series show EC50 in µM; KOR beta-arrestin recruitment, luminescence; higher % means a stronger effect; in the data active = activation above about 50%, passing the limit was not always enough; also: a part of the inactive calls stands beside numbers as strong as those of hits
NOD1 NF-kB reporter: NOD1 signaling inhibitors, primary screen, cell-based, luminescence, uHTS (AID 1578); NOD1-driven NF-kB luciferase reporter cells, luminescence; higher % means a stronger effect; 1% of 290,000 active; inhibition, % at 4 µM, or EC50 in µM where a hit was titrated; in the data active = inhibition mostly above about 36%, no sharp cut-off; inactive = mostly below about 34%;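 also: HEK-293T reporter cells stimulated with the NOD1 agonist gamma-tri-DAP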
AID2073: inhibitors of Mint1-CaV2.2 protein interaction, biochemical, HTRF (AID 2073) | HTRF protein-protein interaction, Mint1-CaV2.2; higher % means a stronger effect | inhibition, % at 20 µM, or IC50 in µM where a hit was titrated | 0.19% of 290,000 active; in the data active = inhibition mostly above about 51%, no sharp cut-off; inconclusive = no clear call, values can overlap the other calls; inactive = mostly below about 53%; also: some results filed as inactive read as strong as hits
HEK293 NOD2/NF-kB: NOD2 signaling inhibitors, cell-based, luminescence, uHTS, HEK293 (AID 1566) | HEK293 NOD2/NF-kB luciferase reporter, luminescence; higher % means a stronger effect | inhibition, % at 4 µM; hits with a dose series show EC50 in µM | 0.63% of 290,000 active; also: many of its hits are not listed in these tables
NS5 inhibitors: Dengue-2 NS5 methyltransferase inhibitors, primary screen, biochemical, confirmation dose response (AID 588689) | 0.3% of 340,000 active | Dengue-2 NS5 methyltransferase capping enzyme assay, biochemical; higher % means a stronger effect | one-dose inhibition, % at 25 µM; IC50 in µM for titrated hits; in the data active = a potency from the dose series; inconclusive = inhibition above about 29% without an active follow-up result
West Nile antiviral: inhibition of WNV-induced cytopathic effect – cell-based, CPE readout (AID 1621) | West Nile virus-infected cells, CPE inhibition; higher % means a stronger effect | one-dose CPE inhibition, % at 10 µM; IC50 in µM for titrated hits | 0.02% of 290,000 active; in the data active = a potency from the dose series; inconclusive = CPE inhibition mostly from about 3.7% at the one dose, without a potency; inactive = the rest, 99 in 100 with CPE inhibition below about 2.2%; also: strong numbers were not always called active
KOR beta-arrestin-2: kappa opioid receptor blockers – cell-based, luminescence, uHTS (AID 1778); KOR beta-arrestin recruitment, luminescence, antagonist mode; higher % means a stronger effect; one-dose inhibition, % at 10 µM; IC50 in µM for titrated hits; 0.091% of 290,000 active; also: strong numbers were not always called active
Yfh1-depleted yeast: mitochondrial function rescue without frataxin homolog – Friedreich's ataxia, plus single-dose screen, dose response (AID 1465); S. cerevisiae Yfh1-off respiration, WST-1 reduction, 72 h; higher fold induction means a stronger effect; fold induction at 50 µM, or EC50 in µM where a hit was titrated; 0.074% of 220,000 active;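 active = fold induction of absorbance versus untreated yeast above a set limit, then at least 30% activation at any dose in follow-up; inconclusive = repeats straddling the limit, or above it without dose testing; inactive = fold induction below the set limit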;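 also: activators that raise dye reduction in frataxin-depleted yeast; strong numbers were not always called active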
HIV fusion peptide: cell-free HIV fusion peptide-binding blockers – biochemical, uHTS, fluorescence dequenching, primary screen (AID 1986) | cell-free peptide binding, fluorescence dequenching, 30 min; higher % means a stronger effect | 0.3% of 290,000 active | inhibition, % at 20 µM; hits with a dose series show IC50 in µM; in the data active = inhibition mostly above about 52%, no sharp cut-off; inactive = mostly below about 76%; also: some results filed as inactive read as strong as hits
* hit, by the source's call; i = inactive; ? = inconclusive; nt = no result given; [ ] = dose if it differs, or a comment. Rule as the data show it, unless noted: active = inhibition above about 50%; inactive = the rest. These rows are one share of the data; the hit share may differ from the screen's.

SMILES	KOR beta-arrestin-1	NOD1 NF-kB reporter	AID2073	HEK293 NOD2/NF-kB	NS5 inhibitors	West Nile antiviral	KOR beta-arrestin-2	Yfh1-depleted yeast	HIV fusion peptide
Cc1cnc(C(=O)N2CCCC(N3CCN(c4ccccc4C)CC3)C2)cn1 (configuration not stated)	0.6%	-8%	1%	-14%	0%	-0.3%	-14%	nt	2.5%
O=C1OCc2ccc(NC(=O)C3CCCCC3)cc21	1.0%	-17%	-2%	-4%	-2%	-0.3%	18%	i	2.0%
CN(C)c1ccc(NS(=O)(=O)c2ccc(Cl)cc2)cc1	0.3%	-4%	-37%	9%	-1%	-0.8%	-2%	i	-1.0%
Nc1nnc(SCC(=O)N2CCc3ccccc3C2)s1	-0.3%	-42%	-8%	-1%	nt	-0.3%	-20%	i	1.2%
COC(C(=O)N/N=C(\C)CC(=O)Nc1ccc(Cl)cc1C)c1ccccc1 (configuration not stated)	nt	-12%	-11%	8%	4%	0.2%	8%[20 µM]	i	0.7%
CCN1CCN(C(=S)NC(C)c2ccccc2)CC1 (configuration not stated)	0.3%	30%	-13%	-6%	-2%	-0.2%	-2%	i	-0.8%
Cc1ccc2cc3c(N)c(C(=O)N4CCOCC4)sc3nc2c1	0.9%	-39%	3%	-38%	-2%	nt	12%	nt	-1.1%
CCCC(C(=O)c1ccccc1)n1cncn1 (configuration not stated)	-2.0%	1%	3%	13%	-2%	-0.5%	2%	i	0.7%
O=C1C2CCCCC2C(=O)N1Cc1ccccc1 (configuration not stated)	-6.6%	-13%	2%	5%	1%	-0.2%	-49%[20 µM]	i	0.7%
CCCCNC(=O)c1cc2ccccc2s1	-3.1%	-39%	1%	-19%	-11%	-0.6%	-10%	i	0.5%
Cc1ccc(C(=O)NC2CCCCCC2)cc1N1CCCC1=O	2.4%	-8%	2%	-28%	-1%	0.1%	-4%	i	-0.2%
CCCC(=O)n1nc(-c2cccnc2)nc1NCc1cccs1	3.9%	-23%	-23%	8%	-1%	0.2%	-13%	i	-1.9%
CCCSc1ncnc2c1oc1ccccc12	-3.1%	-30%	-4%	1%	-6%	?	5%	i	-0.6%
COC(=O)C1=C(C)N(CCc2c[nH]c3ccc(OC)cc23)C(=O)C1	8.8%	-22%	26%	-11%	-1%	-0.2%	-52%	i	0.3%
O=C(O)c1ccc2c(c1)N(Cc1ccccc1)C(=O)c1ccccc1S2	4.7%	-7%	-1%	13%	4%	0.4%	27%	i	3.4%
CS(=O)(=O)c1ccc(Cl)c(NC(=O)CSc2nc3ccccc3c(=O)n2CCCN2CCOCC2)c1	2.2%	-9%	12%	14%	-1%	-0.3%	20%	i	0.1%
COc1ccc(CNC(=O)CCCn2nc(C)c3c(C)n(-c4ccccc4)nc3c2=O)cc1	4.0%	-19%	10%	8%	-8%	-0.8%	1%	nt	1.8%
COc1cccc(C(=O)NCCC2=CCCCC2)c1OC	0.2%	-25%	-7%	-45%	3%	-0.4%	-3%	i	-1.7%
O=[N+]([O-])c1cc(Cl)ccc1NCCNc1ncc(C(F)(F)F)cc1Cl	1.6%	14%	3%	12%	-6%	-0.1%	1%	i	-0.3%
Cc1nnc(SCCn2c(N3CCCCCC3)nc3c2c(=O)[nH]c(=O)n3C)s1	4.2%	-3%	27%	1%	-4%	0.0%	-25%	i	0.5%
NC(=O)c1cc2ccccc2o/c1=N/NC(=O)c1cccs1	-4.0%	-18%	-1%	-50%	1%	0.0%	-13%	i	-2.2%
COC(=O)c1cccc(N(CC(=O)NC2CCCCC2)C(=O)CNC(=O)c2cccs2)c1	3.5%	-5%	-6%	-14%	-2%	-0.3%	-29%	nt	1.0%
Nc1cccnc1Sc1cccc(Cl)c1	-4.1%	-5%	-18%	2%	-2%	0.3%	31%	i	-0.5%
Cc1ccccc1OCC(=O)NCC(c1ccco1)N1CCCCC1 (configuration not stated)	5.4%	-17%	-5%	9%	2%	-0.4%	-37%	nt	2.1%
S=C(Nc1ccc(Br)cc1Cl)N1CCN(c2ccccn2)CC1	-1.7%	-10%	-34%	13%	4%	-0.8%	11%	nt	2.1%
N=c1ccccn1CC(O)COc1ccccc1 (configuration not stated)	10%	-19%	0%	1%	2%	0.2%	-6%	i	1.3%
Cc1ccc(NC(=O)NC(=O)CN2CCN(c3ccc(O)cc3)CC2)c(C)c1	0.1%	-19%	8%	-19%	1%	-1.3%	-24%	nt	-0.8%
COc1cccc(Nc2ncnc3onc(-c4ccccc4OC)c23)c1	-2.5%	-4%	0%	4%	-7%	-0.4%	-9%[20 µM]	nt	1.4%
O=C(N1CCCCC1)N1CCN(C(=O)N2CCCCC2)CC1	-3.1%	-12%	-4%	3%	1%	0.3%	11%	i	1.9%
CC(C)(C)C(=O)N1CCN(C(c2ccccc2)c2ccccc2)CC1	-5.1%	-15%	-17%	-15%	-1%	-0.2%	-1%	nt	-2.3%
CC(C)(C)OC(=O)[C@H](Cc1ccccc1)NC(=O)c1[nH]cnc1C(=O)Nc1cccc(Cl)c1	-0.1%	-2%	21%	-2%	-2%	0.7%	-9%	i	1.0%
O=C(NN1C(=O)c2ccc(-c3ccc4c(c3)C(=O)N(NC(=O)c3cccnc3)C4=O)cc2C1=O)c1cccnc1	-7.3%	-30%	30%	7%	-1%	-0.8%	-6%	i	4.1%
CCc1cccc(CC)c1NC(=O)COC(=O)C1(C)CC1(Cl)Cl (configuration not stated)	3.7%	-42%	-4%	-10%	-5%	0.0%	-4%	i	1.5%
CCc1nnc(NC(=O)c2ccc(S(=O)(=O)N3CCCc4ccccc43)cc2)o1	1.0%	44%	23%	35%	2%	?	-32%	i	12%
CCSc1cc(N2CCOCC2)nc(-c2ccccc2)n1	1.3%	-7%	-8%	4%	0%	-0.5%	0%	i	1.6%
COc1ccc(CN=C2NC(=O)CC(C(=O)Nc3ccc(F)cc3)S2)cc1 (configuration not stated)	-4.9%	-16%	12%	10%	-1%	-0.8%	15%	i	2.5%
O=C(Nc1ccc(N2CCOCC2)c([N+](=O)[O-])c1)c1ccco1	-3.9%	-58%	-2%	-42%	2%	0.7%	11%	i	-1.4%
CCCCC(=O)NS(=O)(=O)c1ccc(N=NN2CCOCC2)cc1	6.3%	-10%	49%	2%	-2%	-0.1%	11%	i	1.9%
COc1ccc(C2N(c3cc(C)on3)C(=O)C3CCCN32)cc1OC (configuration not stated)	4.9%	14%	-6%	6%	-5%	0.7%	6%	i	-0.3%
Oc1c(C=Nc2cccc3nsnc23)ccc2ccccc12	7.1%	-34%	5%	-15%	nt	0.6%	9%	i	22%
Cc1ccccc1OCC(=O)NCCCNC(=O)c1ccncc1	1.2%	-3%	-5%	2%	-1%	-0.3%	-42%	nt	2.1%
Cc1ccc(Nc2nc(N/N=C\c3ccc4c(c3)OCO4)nc(N3CCOCC3)n2)cc1	0.8%	-35%	23%	7%	-7%	1.5%	26%	i	-3.0%
CCNC(=S)NNC(=S)NCc1ccccc1	-0.9%	53%	-21%	7%	-9%	0.5%	-4%	i	-2.9%
CC1N(O)C(c2ccc(Cl)cc2Cl)N(O)C1(C)C (configuration not stated)	6.9%	-5%	10%	-8%	3%	0.0%	12%	i	2.0%
FC(F)(F)c1ccc(C2NCCc3sccc32)cc1 (configuration not stated)	1.7%	-38%	3%	-48%	-4%	-0.4%	-44%[20 µM]	i	-0.3%
COC(=O)c1cc(C(=O)c2cc(Br)ccc2O)coc1=N	-6.4%	-15%	22%	-5%	-6%	-0.2%	9%	i	3.8%
OCC[C@@H]1C[C@@H](O)[C@H](O)[C@@]2(Cc3ccccc3CO2)O1	-2.1%	-11%	-1%	2%	-2%	-0.5%	-19%[20 µM]	nt	2.8%
CC(C)c1ccc(NC(=O)Cn2c(=O)oc3ccccc32)cc1	3.5%	20%	8%	-26%	-12%	0.2%	-24%	nt	-1.6%
O=C(CNC(c1ccccc1)c1ccccc1)Nc1c(F)cccc1F	8.0%	-12%	-3%	10%	-4%	-1.2%	-15%	i	1.4%
O=C(Nc1ccc(Cl)cc1)Nc1ccc(-c2cnco2)cc1	-1.9%	4%	36%	1%	-11%	0.0%	9%	nt	-0.5%
O=C(CCn1c(=O)oc2ccccc21)Nc1ccon1	4.3%	-24%	18%	-2%	-2%	-0.4%	24%	i	3.1%
O=C(CCCNC(=O)c1ccc(Cl)cc1)NCc1ccccc1Cl	0.7%	-1%	3%	-10%	-7%	-0.4%	-7%	nt	-0.7%
O=C(Nc1nnc(-c2cccnc2)o1)c1cccc(Cl)c1	-6.8%	-33%	16%	11%	-1%	0.4%	10%	i	10%
Cc1ccc2sc(NNC(=O)c3cc(=O)c4ccccc4o3)nc2c1C	-9.2%	-11%	83%	-89%	7%	nt	-11%	nt	34%
CN(Cc1c(F)cccc1Cl)C(=O)c1cc2ccccc2o1	7.6%	4%	-10%	10%	-7%	-1.7%	-35%	i	-0.9%
O=C(CN(Cc1cccs1)C(=O)CNS(=O)(=O)c1ccccc1)NCc1ccco1	-2.8%	-18%	-4%	-4%	13%	0.9%	-13%	i	-1.5%
CCOc1cc(C(=O)Nc2nnc(CC)s2)ccc1OCC(=O)N1CCOCC1	8.2%	16%	6%	14%	-4%	-0.1%	-40%	i	-0.9%
